Screening data (PubChem BioAssay)
CYP2C19 act = human CYP2C19 activators, primary screen, biochemical, luminescence. Cytochrome P450 2C19 (Homo sapiens), P33261. recombinant CYP2C19, luciferin-H EGE luminescence; active compounds read high; 0 = fully inhibited enzyme, 1 = untreated enzyme. activation factor at 5 µM. 96,000 tested, under 10 active;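 active means activation factor of at least 2 at 5 µM in the primary screen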;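 further: 0 = wells with 2.5 mM tranylcypromine and 1 = vehicle-only wells; values of inactives mirror those of a sister screen read the other way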
S1P2 antag = human S1P2 receptor antagonists, primary screen, cell-based; Sphingosine 1-phosphate receptor 2 (Homo sapiens), O95136; cell-based S1P2 antagonist assay, inhibition at 5 uM; inhibition, % at 5 µM; 97,000 tested, 0.21% active; AID 736, 2007; in the data active means inhibition above about 45%;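 further: CRE beta-lactamase reporter cells expressing human S1P2 stimulated with S1P; 0% = agonist at EC80 alone and 100% = agonist plus reference antagonist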
Target sequence (O95136 whole entry, looked up): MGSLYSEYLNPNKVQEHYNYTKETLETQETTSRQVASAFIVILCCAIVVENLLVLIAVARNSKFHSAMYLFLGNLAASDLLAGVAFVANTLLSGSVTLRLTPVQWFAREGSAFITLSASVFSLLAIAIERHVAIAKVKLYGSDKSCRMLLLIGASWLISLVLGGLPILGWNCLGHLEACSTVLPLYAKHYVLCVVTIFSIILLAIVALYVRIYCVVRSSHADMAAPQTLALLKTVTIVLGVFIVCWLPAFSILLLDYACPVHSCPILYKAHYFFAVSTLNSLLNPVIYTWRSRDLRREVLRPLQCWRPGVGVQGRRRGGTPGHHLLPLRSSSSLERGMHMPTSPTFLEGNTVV
S1P2 agonist = S1P2 receptor agonists, primary screen, cell-based; Sphingosine 1-phosphate receptor 2 (Homo sapiens), O95136; S1P2-expressing cell line, agonist reporter read-out; activation, % at 4.5 µM; 97,000 tested, 0.46% active; AID 729, 2007; in the data active means activation above about 16%;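 further: 0% = vehicle low control and 100% = maximal reference agonist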
sEH inh = soluble epoxide hydrolase inhibitors, primary screen, biochemical, human sEH. inhibition, % at 2 µM. 91,000 tested, 0.34% active. recombinant human sEH enzymatic activity assay; in the data active means inhibition above about 80%; further: values of inactives mirror those of a sister screen read the other way; many of its hits are not listed in these tables
Target sequence (P34913 whole entry, looked up): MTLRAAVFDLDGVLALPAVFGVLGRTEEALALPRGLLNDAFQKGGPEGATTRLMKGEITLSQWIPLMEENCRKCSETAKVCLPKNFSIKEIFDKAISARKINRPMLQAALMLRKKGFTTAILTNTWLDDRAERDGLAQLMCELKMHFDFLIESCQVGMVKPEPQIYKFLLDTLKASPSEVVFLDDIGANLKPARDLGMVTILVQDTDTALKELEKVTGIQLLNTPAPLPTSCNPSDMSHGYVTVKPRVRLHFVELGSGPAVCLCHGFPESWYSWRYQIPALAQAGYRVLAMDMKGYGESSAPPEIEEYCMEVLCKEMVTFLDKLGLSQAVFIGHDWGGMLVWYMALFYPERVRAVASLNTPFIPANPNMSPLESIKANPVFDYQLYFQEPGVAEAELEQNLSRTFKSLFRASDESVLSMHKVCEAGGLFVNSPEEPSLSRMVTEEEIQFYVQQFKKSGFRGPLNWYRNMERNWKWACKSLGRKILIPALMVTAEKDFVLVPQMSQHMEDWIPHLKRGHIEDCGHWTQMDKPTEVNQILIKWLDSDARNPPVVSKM
CYP2C19 inhib = blockers of cytochrome P450 2C19 activity – biochemical, luminescence, ADME assay, primary screen; 96,000 tested, 21% active; CYP2C19 Supersomes, luciferin-H EGE luminescence, 30 min; inhibition, % at 5 µM;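 active means CYP2C19 inhibition above a set limit at 5 µM in the primary screen, cut at about 50% in these data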;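 further: plate controls were negative control wells for no effect and 2.5 mM tranylcypromine positive control for full effect; values of inactives mirror those of a sister screen read the other way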
hDAT+cocaine = changed hDAT dopamine uptake under cocaine IC80, either direction, primary screen, cocaine antagonist project, cell-based, LLC-PK1 hDAT, [14C]-dopamine uptake, MLSMR; Sodium-dependent dopamine transporter (Homo sapiens), Q01959; LLC-PK1 hDAT cells, [14C]-dopamine uptake with cocaine IC80; actives deviate in either direction; B-score at 10 µM; 110,000 tested, 1.3% active;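 active means Z score or B-score, a plate-position-corrected score, falls beyond the plate's 99.7% confidence bounds, in either direction; inactive means both scores lie inside the 99.7% bounds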;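 further: scored against the spread of the other compound wells on the same plate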
PostGolgi yeast = phenotypic screen on post-Golgi transport, primary screen. post-Golgi transport phenotypic cell assay. inhibition, % at 10 µM. 98,000 tested, 0.9% active;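 further: yeast cells grown in 1536-well plates; yeast grown about 18 h at 30C before absorbance read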
sEH act = soluble epoxide hydrolase activators, primary screen, biochemical, human sEH; Bifunctional epoxide hydrolase 2 (Homo sapiens), P34913; purified human sEH enzymatic activity, activator screen; activation, % at 2 µM; 91,000 tested, 0.04% active; AID 717, 2007; in the data active means activation above about 37%; further: values of inactives mirror those of a sister screen read the other way
PostGolgi ctrl = growth inhibition of yeast control strain, primary screen, counter-screen for post-Golgi transport modulator project | efflux-deficient yeast background strain, growth absorbance A615, 16 h | inhibition, % at 10 µM | 98,000 tested, 5% active
Starred values were filed as active, the others as inactive; x = no result given. Unless noted, no stated cut-off is given here; in the data, active means inhibition above about 30%; inactive means the rest.

1: CCc1ccc(-n2c(O)cnc2Nc2nc(C)cc(C)n2)cc1
2: COC(=O)c1ccc(C(=O)OC)c(NC(=O)CN(c2ccc3c(c2)OCO3)S(C)(=O)=O)c1
3: CCN1CCN(C(=O)c2ccc(Cn3c(=O)[nH]c4cc(OC)c(OC)cc4c3=O)cc2)CC1
4: CCCSc1nc(N2CCOCC2)c2c(c1C#N)CC(C)(C)SC2
5: C=CCNC(=O)C(C#N)c1nc2ccccc2nc1N1CCN(Cc2ccccc2)CC1 (centres undefined)

entry no.,1,2,3,4,5
CYP2C19 act,0.9,0.1,1,0.7,1
S1P2 antag,x,-5,-17,-9,25
S1P2 agonist,x,-4,-7,0,-6
sEH inh,2,-14,2,4,10
CYP2C19 inhib,8,89*,-4,35,4
hDAT+cocaine,0.055,0.024,0.05,0.048,-1.7
PostGolgi yeast,-5,6,-2,-2,15
sEH act,2,12,-4,-5,-9
PostGolgi ctrl,-1,11,-3,16,0

6: COCc1cc(CN2CCCC2)c(O)c2ncccc12
7: Cn1c(=O)c2c(nc(CN3CCC(C(N)=O)CC3)n2CCc2ccccc2)n(C)c1=O
8: CC(C)N(CCO)C(=O)C(c1ccccc1)c1ccccc1
9: Cc1cc(C)n(-c2ccc(C(=O)OCC(=O)Nc3ccc(Cl)c(S(=O)(=O)N(C)C)c3)cc2)n1
10: Cn1c(=O)oc2cc(S(=O)(=O)Nc3ccc4c(c3)OCO4)ccc21

entry no.,6,7,8,9,10
CYP2C19 act,1,1.1,0.1,0.2,0.2
S1P2 antag,13,-12,-3,0,11
S1P2 agonist,-4,-4,1,-6,-6
sEH inh,x,0,-28,17,-32
CYP2C19 inhib,1,-14,90*,83*,80*
hDAT+cocaine,1.2,0.67,-1.4,-0.15,0.11
PostGolgi yeast,-1,7,11,-5,8
sEH act,x,-1,28,-15,34
PostGolgi ctrl,-2,21,4,-2,7

11: CCN1CCN(C(=S)Nc2ccc(Cl)cc2Cl)CC1
12: CCOc1ccccc1NC(=O)CSc1nc2cccnc2n1C
13: COc1ccc(CC(NC(C)=O)C(=O)N2CCN(C(=O)N(C(C)C)C(C)C)CC2)cc1 (centres undefined)
14: FC(F)C(F)(F)C1=CC(c2cccs2)=NCCN1
15: Cc1ccc(C(=O)Oc2ccccc2N2C(=O)C3CCC(C)CC3C2=O)cc1 (centres undefined)

entry no.,11,12,13,14,15
CYP2C19 act,0.8,0.3,1.2,0.9,0.5
S1P2 antag,4,0,8,-4,-3
S1P2 agonist,-3,-2,-4,-5,-3
sEH inh,-5,0,2,11,-2
CYP2C19 inhib,19,66*,-19,15,54*
hDAT+cocaine,-0.56,-0.83,-0.22,-0.15,0.074
PostGolgi yeast,-5,2,-1,3,-5
sEH act,6,1,-3,-8,5
PostGolgi ctrl,2,4,2,-4,22

16: CCOC(=O)/C=C1\Nc2ccccc2SC1=O
17: CCOC(=O)c1cc(C(C)(C)C)oc1CNC(=O)c1c(C)oc2c1CCCC2
18: CCOC(=O)CSc1nnc(-c2ccc(NS(=O)(=O)c3ccc(C)cc3)cc2)o1
19: Clc1ccc(CSc2nnc(/C=C/c3ccccc3)o2)cc1
20: N#Cc1c(-c2ccccc2)c(-c2ccccc2)nn(CC(=O)NNC(=O)Nc2ccccc2)c1=O

entry no.,16,17,18,19,20
CYP2C19 act,0.6,x,1,0.9,0.7
S1P2 antag,-2,-23,0,-4,-12
S1P2 agonist,-1,-4,-4,-5,-8
sEH inh,1,-1,1,2,-5
CYP2C19 inhib,44,x,0,9,25
hDAT+cocaine,0.47,-0.8,-0.49,-1.6,x
PostGolgi yeast,-2,x,-8,-12,5
sEH act,3,4,-3,0,5
PostGolgi ctrl,12,x,-5,26,2

21: O=C(CSc1nc(-c2ccccc2)nc2c1Cc1ccccc1O2)Nc1ccccc1
22: CN(Cc1ccccc1)C(=O)CN(c1ccc(F)cc1)S(=O)(=O)c1ccc2c(c1)OCCO2
23: Cc1ccc(NS(=O)(=O)c2cc(OCC(N)=O)c(C)cc2Cl)cc1C
24: C=CCn1c(CNc2ccc(C)cc2)nnc1SCC(=O)N/N=C/c1ccc(O)cc1O
25: Cc1cccn2cc(-c3ccc(S(=O)(=O)N4CCOCC4)cc3)nc12

entry no.,21,22,23,24,25
CYP2C19 act,1,x,x,1.2,0.9
S1P2 antag,-1,8,-2,-3,-28
S1P2 agonist,-4,-2,-5,-5,-4
sEH inh,13,9,-4,8,x
CYP2C19 inhib,1,x,x,-17,12
hDAT+cocaine,x,0.2,0.9,0.33,1.1
PostGolgi yeast,-1,x,x,13,-4
sEH act,-12,-4,5,-6,x
PostGolgi ctrl,-1,x,x,18,9

26: COc1ccc(N2CCN(C(=O)CN=C3NS(=O)(=O)C(c4ccc(C)cc4)=C3C)CC2)cc1
27: CCc1ccc(CN(C)CCc2ccccn2)cc1
28: CCN1CCN(CC(=O)Nc2ccc(C)cc2C)C(=O)C1=O
29: COc1ccc2c(c1)CCc1c-2n[nH]c1C(=O)O
30: Cc1c(C(=O)NCC(C)C)sc2nc(-c3ccc(F)cc3)cn12

entry no.,26,27,28,29,30
CYP2C19 act,0.9,0.1,0.8,1.1,1
S1P2 antag,x,-1,15,x,x
S1P2 agonist,x,-6,-3,x,x
sEH inh,x,x,-3,x,x
CYP2C19 inhib,14,89*,24,-14,-2
hDAT+cocaine,-0.018,0.023,0.031,-0.17,-0.48
PostGolgi yeast,7,-18,-3,7,7
sEH act,x,x,2,x,x
PostGolgi ctrl,-2,-2,2,4,13

31: Cc1ccc(-n2nnnc2Sc2nc([N+](=O)[O-])nn2C)c(C)c1
32: O=c1[nH]c2ccc(S(=O)(=O)N3CCC(Cc4ccccc4)CC3)cc2o1
33: COCCn1c(SCC(=O)Nc2sc(C)c(C)c2C#N)nnc1C(C)C
34: Cc1onc(-c2ccccc2)c1-c1n[nH]c(=S)n1-c1ccc(C(=O)O)cc1
35: CCc1nnc(NS(=O)(=O)c2ccc(N=Cc3c(C)[nH]n(-c4ccc(C)cc4)c3=O)cc2)s1

entry no.,31,32,33,34,35
CYP2C19 act,x,1,0.2,0.9,1
S1P2 antag,13,9,-9,-1,0
S1P2 agonist,-5,-2,1,-4,-8
sEH inh,-12,-2,-11,5,8
CYP2C19 inhib,x,2,80*,12,-2
hDAT+cocaine,-1.2,-0.53,1.1,-0.4,0.55
PostGolgi yeast,x,-4,0,-3,-4
sEH act,15,0,6,-5,-6
PostGolgi ctrl,x,12,2,6,-3

36: CCOC(=O)N1CCOCCOCCN(C(=O)OCC)CCOCC1
37: COc1cccc(N2CCN(CC(=O)c3c[nH]c4ccc(OC)cc34)CC2C)c1 (centres undefined)
38: COCCn1c(=N)c(C(=O)NCCc2ccccc2)cc2c(=O)n3cccc(C)c3nc21
39: Cc1c(C#N)c2ncn(CC#N)c(=O)c2n1-c1ccccc1
40: O=C1NCCCc2nc(Oc3ccccc3)sc21

entry no.,36,37,38,39,40
CYP2C19 act,0.9,0.7,x,1.1,1
S1P2 antag,14,12,-9,2,16
S1P2 agonist,-2,0,0,-5,-2
sEH inh,3,3,-8,-1,1
CYP2C19 inhib,13,29,x,-12,2
hDAT+cocaine,1.3,-0.07,0.63,0.47,-0.86
PostGolgi yeast,-1,2,x,0,5
sEH act,-3,2,10,1,0
PostGolgi ctrl,0,10,x,6,14

41: Cc1ccc(NC(=O)c2cc(NC(=O)c3ccco3)ccc2N2CCOCC2)cc1
42: Cc1sc(/N=C/c2ccccc2O)c(C#N)c1C
43: Cc1cccc(NC(=O)Nc2ccc(C#N)cc2)n1
44: CC1(C(=O)O)CCC(C(=O)Nc2ccc3ccccc3c2)C1(C)C (centres undefined)
45: CN(Cc1nc2ccccc2c(=O)[nH]1)CC(O)COCc1ccco1 (centres undefined)

entry no.,41,42,43,44,45
CYP2C19 act,0.7,0.7,1,0.8,1
S1P2 antag,-3,-7,x,-9,-14
S1P2 agonist,-7,-4,x,-6,-3
sEH inh,2,-13,x,6,-4
CYP2C19 inhib,25,27,4,23,3
hDAT+cocaine,-0.31,x,-0.24,0.92,1.3
PostGolgi yeast,-3,4,-8,0,0
sEH act,-1,10,x,-8,5
PostGolgi ctrl,9,-2,-5,-3,-2

46: CCOC(=O)c1cc(CC)sc1NC(=O)c1cc(OC)c(OC)c(OC)c1
47: Cc1cccc(N2CCN(C(=O)Cn3sc4nc(C)cc(C)c4c3=O)CC2C)c1 (centres undefined)
48: COc1ccc(OC)c(S(=O)(=O)N2CCN(c3ccccn3)CC2)c1
49: CCOc1cc(/C=C2\CCC/C(=C\c3cc(Cl)c(O)c(OCC)c3)C2=O)cc(Cl)c1O
50: Cc1cc(NC(=O)c2cc3ccccc3oc2=O)no1
51: O=C1CC(c2ccc3c(c2)OCO3)Sc2nc3ccccc3n21 (centres undefined)
52: COc1ccc(-c2noc(COc3ccc4ccccc4c3Br)n2)cc1OC
53: CCCCC1(Cc2ccc([N+](=O)[O-])cc2)C(=O)N(c2ccccc2)N(c2ccccc2)C1=O

entry no.,46,47,48,49,50,51,52,53
CYP2C19 act,0.9,0.7,0.2,1,0.9,0.4,0.5,x
S1P2 antag,-69,14,12,27,17,6,11,-3
S1P2 agonist,16*,-3,-7,-9,-3,-10,-1,-6
sEH inh,0,15,1,-13,10,4,13,8
CYP2C19 inhib,14,26,83*,-1,14,60*,49,x
hDAT+cocaine,0.24,0.59,0.68,0.18,0.12,0.29,1.7,-1.2
PostGolgi yeast,3,23,-7,-26,-1,-2,8,3
sEH act,1,-16,-2,13,-7,-5,-13,-10
PostGolgi ctrl,11,6,27,-2,-2,14,3,13

Reformatted: entries from further up
cpd	Structure	CYP2C19 act	S1P2 antag	S1P2 agonist	sEH inh	CYP2C19 inhib	hDAT+cocaine	PostGolgi yeast	sEH act	PostGolgi ctrl
8	CC(C)N(CCO)C(=O)C(c1ccccc1)c1ccccc1	0.1	-3	1	-28	90*	-1.4	11	28	4
46	CCOC(=O)c1cc(CC)sc1NC(=O)c1cc(OC)c(OC)c(OC)c1	0.9	-69	16*	0	14	0.24	3	1	11
18	CCOC(=O)CSc1nnc(-c2ccc(NS(=O)(=O)c3ccc(C)cc3)cc2)o1	1	0	-4	1	0	-0.49	-8	-3	-5
28	CCN1CCN(CC(=O)Nc2ccc(C)cc2C)C(=O)C1=O	0.8	15	-3	-3	24	0.031	-3	2	2
23	Cc1ccc(NS(=O)(=O)c2cc(OCC(N)=O)c(C)cc2Cl)cc1C	x	-2	-5	-4	x	0.9	x	5	x
5	C=CCNC(=O)C(C#N)c1nc2ccccc2nc1N1CCN(Cc2ccccc2)CC1 (centres undefined)	1	25	-6	10	4	-1.7	15	-9	0
